# Source: PubChem
# ERK EGF inh: blocks ERK signaling stimulated by EGF; 130,000 tested, 0.41% active; HEK293-V1b, EGF-stimulated phospho-ERK AlphaScreen; Potency, µM (series often up to 11.5 µM), for the others: top-dose activity change, negative = inhibition, actives largely listed as inhibitors; AID 1454; active = well fitted inhibition curve with a large enough effect; inconclusive = small, poorly fitted or top-dose-only effect, or effect the other way;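 also: plate controls were stimulated vehicle wells for no effect and unstimulated vehicle basal for full effect; nearly all actives have a fitted effect of over 55% in size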
#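 Stably V1b-transfected HEK293 cells; 30 min compound, then EGF 25 nM final for 5 min at 37C; 10 min lysis; phospho-ERK by AlphaScreen after 5 hr beads at room temperature.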
# An asterisk follows results filed as active; u = inconclusive; & = joins results of further samples; [ ] = remark or other dose. Potency is read from the fitted curve at half-maximal effect. Not all compounds are listed; the hit share may differ from the screen's.
SMILES,ERK EGF inh
O=C(NC(=S)Nc1cc(C(F)(F)F)ccc1N1CCOCC1)c1sc2ccccc2c1Cl,-3%
Cc1ccc(/C=N/n2c(C)nc3ccccc3c2=O)s1,-5%
CC(C)OC(=O)c1cccc(-c2ccc(C=O)o2)c1,9%
COc1ccc(CCNC(=O)c2cnc3scc(C)n3c2=O)cc1OC,24%
NC(=O)c1ccsc1NC(=O)C1CC1,-6%[57.5 µM]
CC(=O)N1[C@H](Cc2ccccc2)C=C[C@]1(C)C(=O)NCc1ccc(C)o1,2%&-2%
CCC1(C)Cc2ccccc2-c2[nH][nH]c(=O)c21 (stereo not drawn),3%[57.5 µM]
COc1cc2c(cc1NC(=O)c1cccc(S(=O)(=O)N(C)C)c1)oc1ccccc12,-3%
CC(=O)c1coc2ccc(OCC(=O)O)cc12,4%
Cc1ccc(NC(=S)NC(=O)c2ccc(F)cc2)cc1S(=O)(=O)Nc1cccc(Cl)c1,-5%
Nc1ccc(Br)c2cccnc12,-1%
Cc1cc(C)cc(C(=O)Nc2ccc(N3CCCC3)cc2)c1,7%
COC(=O)C1=CN(Cc2cccs2)C=C(C(=O)OC)C1c1ccc(OC)cc1OC,u
O=C(Nc1ccc2c(c1)OCCO2)C1CCN(c2ncccn2)CC1,3%
Fc1ccccc1-c1nc(N2CCCCC2)c2ccccc2n1,-3%
CCCc1nnc(-c2ccc(OC)cc2)o1,-6%
COC(=O)c1cnc(SCc2ccc([N+](=O)[O-])cc2)n1C,9%[57.5 µM]
CS(=O)(=O)c1ccc(-c2cc(Br)sc2-c2ccc(F)cc2)cc1,1%
CCOc1ccc(C2C(C(=O)O)CCC(=O)N2C2CCCCC2)cc1 (stereo not drawn),7%
C=CCNC(=S)Nc1ccc(C)c(S(=O)(=O)N2CCCCC2)c1,-10%
CC1=C(C(=O)N2CCCCC2)C2(CCC(C)CC2)OC1=O (stereo not drawn),12%
COCC(C)NC(=O)Cc1ccc(F)cc1 (stereo not drawn),-3%
CN(C)CCCNC(=O)CCc1ncc(C(F)(F)F)cc1Cl,-7%
Cc1ccc(S(=O)(=O)n2c([N+](=O)[O-])cnc2C)cc1C,-4%
O=C(Nc1ccccc1C(=O)NCc1cccnc1)c1ccc(Cl)cc1Cl,1%
SMILES,ERK EGF inh
O=C(Nc1nnc(C2CC2)s1)c1cc(S(=O)(=O)N2CCCCC2)ccc1N1CCOCC1,-27%[57.5 µM]
CC1CN(Cc2c(O)ccc3c(=O)c(-c4ccccc4)coc23)CC(C)O1 (stereo not drawn),-17%
FC(F)(F)c1ccc(Oc2ccc(Cl)cc2Br)nc1,-1%
O=c1cc(CSc2ccc(Cl)cc2)nc(-c2ccccc2)[nH]1,6%
CC(=O)c1ccc(NS(=O)(=O)c2ccc(N)cc2)cc1,28%
O=C(COC(=O)/C=C/c1ccc2c(c1)OCO2)NC1CC1,-8%
COc1ccc(N(CC(=O)Nc2ccccc2C(=O)O)S(=O)(=O)c2ccc(C)c([N+](=O)[O-])c2)cc1,3%
O=C(/C=C/c1ccccc1Cl)NCCc1ccc(F)cc1,3%
CCC1=NN(S(=O)(=O)c2ccc(C)cc2)C(O)(C(F)(F)F)C1 (stereo not drawn),0%
COc1ccc(N2Cc3ccccc3C2=NC(=O)c2cccc([N+](=O)[O-])c2)cc1,-6%
O=C(Cc1ccc([N+](=O)[O-])cc1)NCc1ccccc1Cl,-3%
COc1cccc(C(=O)NNC(=O)c2sccc2-n2cccc2)c1,0%
Cc1ccc(N=C2C(=S)N(c3ccc(C)cc3)C(=N)N2/N=C/c2ccc(Cl)cc2)cc1,-7%
O=C(c1ccc(C(F)(F)F)cc1)C1CCCN(C(=O)CN2CCCC2=O)C1 (stereo not drawn),0%
N/C(=N\OC(=O)COc1ccc([N+](=O)[O-])cc1)c1ccc(Br)cc1,-3%
NCC1O[C@H](O[C@@H]2C(O)[C@H](O[C@H]3OC(CO)C(O)C(N)C3O)[C@@H](N)C[C@H]2N)[C@@H](N)CC1O (stereo partly drawn),-7%
CCc1cccc(C)c1NC(=O)CC(C)(C)CC(=O)O,-8%[57.5 µM]
COc1ccc(NC(=O)COC(=O)CNC(=O)c2cc(OC)c(OC)c(OC)c2)cc1,8%
Nc1cc(N)nc(SCC(=O)N2CCN(S(=O)(=O)c3ccccc3)CC2)n1,-11%[57.5 µM]
COc1cc(O)c(C(CC(=O)N2CCCCC2)c2ccc3c(c2)OCO3)c(OC)c1 (stereo not drawn),5%[57.5 µM]
O=c1c(O)c(-c2cc(O)c(O)c(O)c2)oc2cc(O)cc(O)c12,3%
COc1ccc(-c2nnn(-c3cc(Cl)cc(Cl)c3)c2N)cc1,-1%[57.5 µM]
COC(=O)c1c(-c2c(Cl)cccc2Cl)noc1C(=O)NN,-6%[57.5 µM]
O=C(/C=C/c1ccccc1)NCCc1nc2ccccc2[nH]1,-1%[57.5 µM]
COc1ccc(CCN2CNc3c(c(=O)n(C)c(=O)n3C)C2)cc1OC,-9%[57.5 µM]
SMILES,ERK EGF inh
Cc1c(CN(C)C(=O)c2nn(C)cc2[N+](=O)[O-])cnn1C,4%
CCOC(=O)C1(CC)NC(c2ccco2)C2C(=O)N(C)C(=O)C21 (stereo not drawn),-3%
CC(=O)c1ccc(NC(=O)Nc2ccc([N+](=O)[O-])cc2)cc1,u
Cn1c(CNc2ccc(Cl)cc2)nnc1SCC#N,6%
CCOCCCNCc1ccc(OCc2ccccc2C)c(OC)c1,-5%
O=S(CC1CC1(Cl)Cl)CC1CC1(Cl)Cl (stereo not drawn),-2%
O=[N+]([O-])c1ccc2nnn(O)c2c1,6%
Cc1ccnc(N/N=C/c2ccccc2)n1,4%
O=C(Nc1ccccc1N1CCOCC1)c1cccc(F)c1,6%
COc1ccc(C(=O)COC(=O)C(CCSC)NS(=O)(=O)c2ccc(Cl)cc2)cc1 (stereo not drawn),-1%
O=c1c(-c2ccc(Cl)cc2)nc2cncnc2n1Cc1ccccc1Cl,-7%
CC(C)N(C(=O)NC(=O)Nc1ccc(S(=O)(=O)N2CCCC2)cc1)S(C)(=O)=O,-10%
CC(=O)Oc1ccc(/C=N/NC(=O)CCSc2ccccc2)cc1,-9%
CCOc1ccc(S(=O)(=O)Nc2nc3ccccc3nc2-n2ccc(=NC(=O)c3cccs3)cc2)cc1,5%
Cc1ccc([N+](=O)[O-])c2c1C(N1CC(C)OC(C)C1)C(C)(C)O2 (stereo not drawn),-3%
C#CCNC(=O)C1=C[C@H](c2csc3ccccc23)C[C@H](OCCCCO)O1,-6%[57.5 µM]
S=C(Nc1ccccc1)c1nc2ccccc2s1,u
O=C(c1ccccc1Cl)N1CCC(c2nc3c(nnn3Cc3ccco3)c(=O)[nH]2)CC1,-1%
O=c1oc(-c2ccccc2NS(=O)(=O)c2ccc(Cl)cc2)nc2ccccc12,-7%[57.5 µM]
CCOc1cccc(C(=O)NC(=S)Nc2ccc(Cl)cc2C(=O)O)c1,-6%
CCn1c(COc2ccc(OC)cc2)nnc1SCc1nc2ccccc2c(=O)[nH]1,-1%
CCCN1CCN(C(=O)Cn2c(=O)oc3cc(S(=O)(=O)NCc4ccccc4)ccc32)CC1,-1%
C=C(C)C1COc2cc3oc(=O)ccc3cc2O1 (stereo not drawn),20%
CC(=O)c1sc(-c2ccc(Cl)cc2)nc1C,-2%
Clc1ccc(-c2cnc3n2CCCCC3)cc1,-9%

# Some of these compounds in order of the ERK EGF inh value, smallest number first.
SMILES,ERK EGF inh
CN(C)CCCNC(=O)CCc1ncc(C(F)(F)F)cc1Cl,-7%
CCOC(=O)C1(CC)NC(c2ccco2)C2C(=O)N(C)C(=O)C21 (stereo not drawn),-3%
CC(=O)c1sc(-c2ccc(Cl)cc2)nc1C,-2%
FC(F)(F)c1ccc(Oc2ccc(Cl)cc2Br)nc1,-1%
O=[N+]([O-])c1ccc2nnn(O)c2c1,6%

# Continuation.
SMILES,ERK EGF inh
COc1cc(NC(=S)Nc2ccccn2)cc(OC)c1OC,-2%
O=C(COC(=O)c1nc(Cl)ccc1Cl)Nc1ccccc1OC(F)F,0%
CC(C)OC(=O)CC1C(=O)NCCN1C(=S)NC(=O)c1ccccc1 (stereo not drawn),19%
O=C(NCC1CCN(C(=O)c2ccc([N+](=O)[O-])cc2)CC1)C(=O)Nc1ccccc1,3%
COCCNC(=S)N/N=C(\C)c1ccc(OC)cc1,-4%
COc1ccc(C2C(C(=O)c3ccco3)=C(O)C(=O)N2c2nnc(C)s2)cc1 (stereo not drawn),5%
COc1ccc(/C=N/Nc2cc(=O)n(C)c(=O)n2C)cc1OC,-6%
Cn1cccc1C(=O)N1CCC2(CC1)CN(c1cccc(-c3ccccc3)c1)C2,u
COc1ccc(N(C(=O)CCl)C(C(=O)NCCc2ccccc2)c2cccs2)cc1 (stereo not drawn),1%
CN(C)S(=O)(=O)Nc1ccccn1,6%[57.5 µM]
CC1CC2C3CCC4=CC(=O)C=C[C@@]4(C)[C@]3(F)C(O)C[C@]2(C)[C@]1(O)C(=O)CO (stereo partly drawn),9%&9%
CCOc1cnn(Cc2ccccc2)c(=O)c1SCc1ccccc1,-3%
Cc1ccc(C2C(C#N)=C3N=C(N)c4ccccc4N3C3=C2C(=O)CCC3)cc1 (stereo not drawn),-9%[57.5 µM]
O=C(CN1CCC(NC(=O)c2ccccc2F)CC1)Nc1ccc2c(c1)OCCO2,-15%
O=C(CCCn1cnc([N+](=O)[O-])n1)Nc1cccc(O)c1,0%
Cc1cc(NC(=O)COC(=O)c2c(C)noc2C)ccc1Br,-3%
Cc1ccc2nc(-c3ccccc3N)[nH]c2c1,-10%
N[C@H](C(=O)O)c1cc(O)cc(O)c1,2%&-14%&6%
Cc1ccc(NC(=O)CN2C(=O)NC(Cc3ccccc3)C2=O)c(Br)c1 (stereo not drawn),0%
COc1ccc(NC(=O)COC(=O)c2ccco2)c([N+](=O)[O-])c1,0%
CC1N(C)c2cc(NC(=O)c3ccco3)c(P(=O)(Nc3ccc([N+](=O)[O-])cc3)N3CCOCC3)cc2C1(C)C (stereo not drawn),-4%
O=C(NNC(=O)c1cc2cc(Br)ccc2oc1=O)c1ccc(O)cc1,-1%
CC(C)c1cc(Br)ccc1OCCN1C(=O)NC(C)(C)C1=O,-26%
CCC(=O)N(C1=C(NC(C)C)C(=O)c2ccccc2C1=O)C(C)C,u
CC12CCC(C(=O)Nc3ccncc3)(CC1O)C2(C)C (stereo not drawn),0%[57.5 µM]

# A different layout for four compounds above:
structure: COc1cc(NC(=S)Nc2ccccn2)cc(OC)c1OC
  ERK EGF inh: -2%
structure: Cc1ccc(NC(=O)CN2C(=O)NC(Cc3ccccc3)C2=O)c(Br)c1 (stereo not drawn)
  ERK EGF inh: 0%
structure: COc1ccc(N(C(=O)CCl)C(C(=O)NCCc2ccccc2)c2cccs2)cc1 (stereo not drawn)
  ERK EGF inh: 1%
structure: O=C(NNC(=O)c1cc2cc(Br)ccc2oc1=O)c1ccc(O)cc1
  ERK EGF inh: -1%

# (continued)
SMILES,ERK EGF inh
Cc1ccc(C(C)n2cc(C(=O)NCc3ccccn3)nn2)cc1 (stereo not drawn),0%
O=c1cc(CN2CCN(c3ccccc3)CC2)nc2scc(-c3ccccc3)n12,2%
O=C(O)c1cc(S(=O)(=O)Nc2ccc(N3CCCCC3)cc2)ccc1Cl,-4%
Cc1ccc(NC(=O)CSc2n[nH]c(C)c2[N+](=O)[O-])cc1C,12%
COc1ccc(OC)c(NC(=O)c2ccc(CSc3nnc(C)s3)cc2)c1,-13%
COc1ccc(/C=C/C(=O)NC(=S)NCC2CCCO2)cc1 (stereo not drawn),u
Cc1cc(C)cc(Nc2nc3ccccc3c(=O)[nH]2)c1,-3%
O=C(NCc1ccccn1)C1CCN(S(=O)(=O)N2CCC3(CC2)OCCO3)CC1,-8%
C=CCN1C(=O)S/C(=C/c2ccsc2)C1=O,2%
CC[C@H]1C2=C3C(CC[C@H]4C(OCc5ccc(F)cc5C(F)(F)F)OC[C@](C)([C@@H]34)N(C(=O)OC(C)(C)C)C2)C(COC(C)=O)C1COC(C)=O (stereo partly drawn),-6%
C[C@]12C[C@H](O)[C@@H]3c4ccc(O)cc4CCC3[C@@H]1CCC2=O (stereo partly drawn),6%[57.5 µM]
CCOC(=O)c1c(C)[nH]c(C=Nc2ccc(OC)cc2)c1O,1%
Cc1cccc(N(CC(=O)NCc2ccco2)C(=O)CCC(=O)Nc2nccs2)c1,2%
O=C(OC[C@@H]1CCCN2CCCC[C@H]12)c1cc2ccccc2oc1=O,5%
Cc1cc(=O)[nH]c(N/N=C/C=C/c2ccccc2)n1,0%
CN(C)CCN(Cc1ccccc1)c1ccccn1,u
COc1cc(-c2cc(N3C(=O)Nc4ccccc4N3O)n[nH]2)cc(OC)c1OC,-1%
CC[N+](C)(C)Cc1ccccc1Br,14%
N#CCc1c(C#N)c(N)nc(N2CCCC(CO)C2)c1C#N (stereo not drawn),1%
COc1ccc2[nH]c(C(=O)Nc3ccc4c(c3)OCO4)cc2c1,-2%[57.5 µM]
CC(C)C(NC(=O)c1ccco1)C(=O)OCc1cc([N+](=O)[O-])cc2c1OCOC2 (stereo not drawn),-13%
COc1ccc(/C=C/C(=O)OCCNC(=O)c2ccncc2)cc1OC,0%
COc1ccc(C(C)=O)cc1CSc1nnc2c(Cl)cc(Cl)cn12,5%
COCCNC(=S)Nc1ccc(S(=O)(=O)Nc2cnc3ccccc3n2)cc1,2%
